Screens: PubChem BioAssay, Sanford-Burnham Center for Chemical Genomics
LYP phosphatase – inhibitors of LYP phosphatase, biochemical, fluorescence intensity, uHTS (AID 1779); recombinant LYP phosphatase, fluorescence intensity; higher % means a stronger effect; inhibition, % at 11.5 µM, or IC50 in µM where a hit was titrated; 290,000 compounds, 0.054% hits;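 also: plate controls were vehicle with enzyme for no effect and no enzyme for full effect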
HEK293 NOD2/NF-kB – inhibition of NOD2-driven NF-kB reporter – cell-based, luminescence, uHTS, HEK293 (AID 1566); HEK293 NOD2/NF-kB luciferase reporter, luminescence; higher % means a stronger effect; one-dose inhibition, % at 4 µM; EC50 in µM for titrated hits; 290,000 compounds, 0.63% hits; also: many of its hits are not listed in these tables
human PMI inhibitors – human PMI inhibitors, high substrate, primary screen, biochemical, fluorescence intensity, high mannose 6-phosphate (AID 1220); recombinant PMI enzyme, coupled fluorescence intensity; higher % means a stronger effect; 190,000 compounds, 0.66% hits; one-dose inhibition, % at 20 µM; IC50 in µM for titrated hits
TNAP activation fold – stimulation of alkaline phosphatase TNAP activity – biochemical, luminescent, no phosphate acceptor, uHTS, primary screen (AID 1001); purified TNAP, luminescent activation assay, no phosphate acceptor; higher activation fold means a stronger effect; one-dose activation fold at 20 µM; EC50 in µM for titrated hits; 200,000 compounds, 0.03% hits; in the data active = activation fold from about 3, or a potency from the dose series; inactive = the rest, 99 in 100 with activation fold below about 1.6; also: many of its hits are not listed in these tables
KOR beta-arrestin-1 – KOR antagonists, beta-arrestin recruitment, cell-based, luminescence, uHTS (AID 1778); KOR beta-arrestin recruitment, luminescence, antagonist mode; higher % means a stronger effect; inhibition, % at 10 µM, or IC50 in µM where a hit was titrated; 290,000 compounds, 0.091% hits; also: strong numbers were not always called active
human PMI inhibition – MPI enzyme activity inhibition – biochemical, fluorescence intensity, coupled assay, primary screen (AID 1209) | purified PMI enzyme, coupled fluorescence intensity; higher % means a stronger effect | one-dose inhibition, % at 20 µM; IC50 in µM for titrated hits | 190,000 compounds, 0.42% hits;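 also: plate controls were DMSO vehicle for no effect and wells lacking substrate for full effect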
NOD1 inhibition – inhibition of NOD1-driven NF-kB reporter – cell-based, luminescence, uHTS, primary screen (AID 1578); NOD1-driven NF-kB luciferase reporter cells, luminescence; higher % means a stronger effect; one-dose inhibition, % at 4 µM; EC50 in µM for titrated hits; 290,000 compounds, 1% hits; in the data active = inhibition mostly above about 36%, no sharp cut-off; inactive = mostly below about 34%;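 also: HEK-293T reporter cells stimulated with the NOD1 agonist gamma-tri-DAP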
KOR beta-arrestin-2 – KOR agonists, beta-arrestin recruitment, primary screen, cell-based, luminescence, uHTS (AID 1777); 280,000 compounds, 0.02% hits; activation, % at 10 µM; hits with a dose series show EC50 in µM; KOR beta-arrestin recruitment, luminescence; higher % means a stronger effect; in the data active = activation above about 50%, passing the limit was not always enough; also: a part of the inactive calls stands beside numbers as strong as those of hits
XIAP displacement – XIAP antagonists, biochemical, IAP family, fluorescence polarization (AID 1018); XIAP BIR domain, fluorescence polarization peptide displacement; higher % means a stronger effect; displacement, % at 20 µM, or IC50 in µM where a hit was titrated; 200,000 compounds, 0.007% hits; in the data active = displacement above about 50%; also: a part of the inactive calls stands beside numbers as strong as those of hits
Numbers without * were called inactive; . = no result given; [ ] = remark or other dose. Rule as the data show it, unless noted: active = inhibition above about 50%; inactive = the rest. Not all compounds are listed; the hit share may differ from the screen's.

KOR beta-arrestin-1 | human PMI inhibitors | KOR beta-arrestin-2 | XIAP displacement | NOD1 inhibition | human PMI inhibition | TNAP activation fold | HEK293 NOD2/NF-kB | LYP phosphatase | Structure
-25% | . | 4.2% | . | -26% | . | . | 42% | 0% | CCOc1ccccc1N1CC(C(=O)Nc2cc(Cl)ccc2C)CC1=O (stereo not given)
8% | . | 0.7% | . | -15% | . | . | -15% | -5% | O=C(Nc1nc(-c2ccccc2)ns1)c1ccncc1
3% | 8% | 0.5% | -0.6% | 10% | 10% | 1.1 | -76% | -6% | Cc1ccc2nc3ccc(N4CCCC4)nn3c(=O)c2c1
-32%[20 µM] | 0% | -6.4% | -4.5% | -35% | 5% | 1 | -8% | -4% | N#Cc1c(NC(=O)c2cnn3cccnc23)sc2c1CCCC2
29% | -3% | -0.4% | -1.7% | -13% | -2% | 1.2 | -13% | -16% | Cn1c(=O)c2c(nc(NCCCN3CCOCC3)n2Cc2ccc(Cl)cc2Cl)n(C)c1=O
20% | 10% | -2.2% | -2.8% | -27% | 9% | 1.1 | 3% | 3% | NC(=O)CSc1nc(O)cc(=O)n1-c1ccccc1
-18% | . | -2.4% | . | -5% | . | . | 3% | -3% | COc1ccc(C)cc1NC(=O)Cc1c(C(=O)O)n(C)c2ccccc12
15% | -4% | 1.2% | -2.6% | 0% | -4% | 1.1 | 6% | -9% | C/C(CC(=O)NC1CCCC1)=N\NC(=O)Cc1cccs1
-43% | . | 4.2% | . | -28% | . | . | 12% | -9% | COc1ccc(C(=O)COC(=O)c2nn(C)cc2Cl)cc1
-26% | -16% | 2.9% | -4.2% | 41% | 9% | 0.9 | 12% | -2% | Cc1ccc(Nc2nc(N)c([N+](=O)[O-])c(N3CCOCC3)n2)cc1C
-3% | . | 1.4% | . | 9% | . | . | 18% | -12% | COC(=O)Cn1c(O)c(N=NC(=O)CNC(=O)c2ccncc2)c2ccccc21
26%[20 µM] | 3% | . | -3.9% | -20% | 5% | 1 | -19% | -6% | Cc1ccccc1NC(=O)Cc1cccc(C(F)(F)F)c1
14% | 2% | -5.1% | 10% | -23% | -10% | 1 | 5% | -5% | CN(C)CCNS(=O)(=O)c1ccc(Cl)cc1
-2% | 54%* | 3.6% | -2.2% | 9% | 18% | 1.1 | 7% | 2% | COc1cc(C2CC(=O)NC3=C2C(=O)CC(C)(C)C3)cc(OC)c1O (stereo not given)
-3% | . | 1.4% | . | -8% | . | . | 1% | -8% | Cn1c(CCNS(=O)(=O)c2ccc(F)cc2)nnc1SCc1cccnc1
2% | 3% | 5.2% | 1.0% | -17% | -10% | 1.1 | 5% | 0% | CC(=O)N1N=C(c2ccccc2)OC1c1ccc([N+](=O)[O-])s1 (stereo not given)
2% | 0% | 1.0% | -0.5% | 2% | 10% | 1.1 | -2% | 0% | Cc1ccc(C)c(N2CCN(c3nnnn3-c3ccccc3)CC2)c1
. | -5% | . | -3.8% | -10% | 3% | 1.1 | -1% | -9% | O=C(Cn1c(C(F)(F)F)nc2ccccc21)N1CCCC1
24% | -5% | -1.6% | -2.5% | -104% | 11% | 1.1 | -134% | 0% | CC(NS(=O)(=O)c1cccc(Cl)c1)C(=O)Nc1ccc(-c2nc3ccccc3s2)cc1 (stereo not given)
-30% | -33% | 1.4% | -10% | -25% | -44% | 1.1 | 3% | 6% | CC(=O)c1ccccc1NCC(=O)Nc1ccc(C)cc1
37% | 4% | -3.9% | -4.5% | -38% | 2% | 1.1 | 17% | -4% | O=C(COC(=O)c1ccccc1[N+](=O)[O-])Nc1cc(S(=O)(=O)N2CCOCC2)ccc1N1CCCC1
-23%[20 µM] | 1% | . | -11% | -16% | 1% | 1.1 | 0% | -10% | CCOc1ccc(C(=O)NCCN2CCCC2)cc1
-94%[20 µM] | . | -2.7% | . | -25% | . | . | -14% | -6% | COc1ccc(C(=O)Nc2cccc3c2CCCC3)cc1
-80% | 12% | -2.2% | -1.9% | -33% | 18% | 1.1 | -22% | 3% | Cc1c(C(=O)OCCOC(C)C)[nH]c2c1C(=O)CC(c1ccco1)C2 (stereo not given)
-16% | 6% | -1.2% | -7.1% | -23% | 2% | 0.9 | -10% | -8% | Nc1cc(=O)[nH]c(SCC(=O)NNC(=O)Cc2ccccc2)n1
13% | . | -24% | . | 3% | . | . | 30% | -6% | Cc1ccc(C(=O)NC(=S)NNC(=O)c2ccccc2O)cc1
21% | . | . | . | -6% | . | . | -11% | -12% | OC1O[C@H](c2ccc3c(c2)OCO3)[C@H]2CO[C@H](c3ccc4c(c3)OCO4)[C@@H]12 (stereo not given in full)
14% | 0% | -1.0% | -0.1% | -10% | 12% | 1 | 14% | -6% | Cc1ccc(C2c3sc(=O)[nH]c3SC3C4CC(C5C(=O)N(C(C)C(=O)O)C(=O)C45)C23)cc1 (stereo not given)
-25%[20 µM] | 9% | . | -6.8% | 14% | 6% | 1.1 | 2% | -7% | C=C(C)c1cccc(C(C)(C)NC(=O)NCc2cccnc2)c1
-8% | . | 1.1% | . | -8% | . | . | 3% | -7% | CCOC(=O)Cn1nc(C)cc1NC(=O)c1cc(OC)c(OC)c(OC)c1
38% | . | 2.0% | . | -4% | . | . | 18% | -1% | O=C(c1ccccc1)N1C(=O)C(c2ccccc2)Oc2ccccc21 (stereo not given)
-12% | . | 1.0% | . | -10% | . | . | -16% | -3% | COc1ccc2oc(=O)c(C(=O)OCc3ccccc3)cc2c1
12% | . | -3.4% | . | -2% | . | . | 38% | -13% | Cc1cc(N2CCN(C)CC2)nc2ccc(NC(=O)CCC(=O)NCCc3ccc(Cl)cc3)cc12
20% | . | -5.0% | . | -6% | . | . | -7% | -7% | Cc1cc(C(=O)N/N=C/c2ccncc2)c2ccccc2n1
-7% | -8% | -0.5% | -4.2% | 4% | -4% | 1 | 7% | -2% | COc1ccc(S(=O)(=O)Nc2ccc(CC#N)cc2)cc1
22% | . | -3.8% | . | -32% | . | . | 10% | -2% | COc1ccccc1C(=O)Nc1ccc(S(=O)(=O)Nc2nccs2)cc1
-18% | 7% | 2.2% | 3.3% | -20% | 20% | 1.2 | 0% | 3% | Cc1ccc(OCCn2cc(/C=C(\C#N)C(=O)NCC3CCCO3)c3ccccc32)cc1 (stereo not given)
22% | . | 5.4% | . | -6% | . | . | 13% | -4% | COc1ccc(Cl)cc1C(=O)Nc1ccc(S(N)(=O)=O)cc1
20%[20 µM] | -7% | -6.7% | -8.0% | -19% | -3% | 1 | 18% | -6% | COCCn1c(SCC(=O)Nc2nnc(C)s2)nnc1-c1ccoc1C
-116% | 3% | -3.5% | -6.7% | 21% | 14% | 1 | 6% | -7% | Cn1c(=O)c2c(nc(SCC(=O)NCC3CCCO3)n2C)n(C)c1=O (stereo not given)
-5% | 11% | -7.2% | -4.1% | -24% | 7% | 1.1 | 0% | -4% | COC(=O)[C@@H](NC(=O)/C=C/c1ccc(OC)cc1)C(C)C
15% | . | 1.7% | . | -9% | . | . | 14% | -1% | COc1cc(/C=N/NC(=O)c2cc(-c3ccco3)nc3ccccc23)cc(OC)c1O
25% | . | -4.1% | . | -2% | . | . | 20% | -7% | COc1ccc(CN2CC(=O)N(c3ccccc3OC)C2=S)cc1OC
-34% | -8% | 4.8% | 0.1% | 2% | -5% | 1.1 | 1% | -3% | CCCC(=O)NCc1cc(-c2nn(C)c(=O)c3ccccc23)ccc1C
-42% | -5% | -1.1% | -2.4% | -19% | -13% | 0.9 | 1% | -1% | CN1/C(=C\C(=O)c2ccco2)c2ccccc2CC1(C)C
-31% | 4% | 0.9% | -3.2% | -45% | 0% | 1.1 | 16% | -1% | O=C(NCC(=O)N(Cc1cccs1)C(C(=O)NC1CCCCC1)c1ccncc1)c1ccco1 (stereo not given)
5% | 36% | -1.1% | -5.8% | 20% | 25% | 1.2 | 16% | -6% | CC(C)(C)C1=C(C#N)C(c2cccnc2)C(C#N)=C(N)O1 (stereo not given)
4% | 9% | -0.3% | -7.6% | -11% | 18% | 1.1 | 7% | 4% | Cc1oc(-c2cccc(Cl)c2)nc1CN1CCC(C(=O)N2CCN(c3ccccc3F)CC2)CC1
-17% | . | -2.6% | . | 16% | . | . | -8% | -11% | COc1ccc(Nc2nc(=O)c3cc([N+](=O)[O-])ccc3s2)cc1
8% | . | -6.1% | . | -16% | . | . | 3% | -9% | CCCCOc1ccc(C(=O)N(Cc2ccccc2)C2CCS(=O)(=O)C2)cc1 (stereo not given)

Entries shown so far with two or more sulfur atoms (five):
KOR beta-arrestin-1 | human PMI inhibitors | KOR beta-arrestin-2 | XIAP displacement | NOD1 inhibition | human PMI inhibition | TNAP activation fold | HEK293 NOD2/NF-kB | LYP phosphatase | Structure
-3% | . | 1.4% | . | -8% | . | . | 1% | -8% | Cn1c(CCNS(=O)(=O)c2ccc(F)cc2)nnc1SCc1cccnc1
24% | -5% | -1.6% | -2.5% | -104% | 11% | 1.1 | -134% | 0% | CC(NS(=O)(=O)c1cccc(Cl)c1)C(=O)Nc1ccc(-c2nc3ccccc3s2)cc1 (stereo not given)
14% | 0% | -1.0% | -0.1% | -10% | 12% | 1 | 14% | -6% | Cc1ccc(C2c3sc(=O)[nH]c3SC3C4CC(C5C(=O)N(C(C)C(=O)O)C(=O)C45)C23)cc1 (stereo not given)
22% | . | -3.8% | . | -32% | . | . | 10% | -2% | COc1ccccc1C(=O)Nc1ccc(S(=O)(=O)Nc2nccs2)cc1
20%[20 µM] | -7% | -6.7% | -8.0% | -19% | -3% | 1 | 18% | -6% | COCCn1c(SCC(=O)Nc2nnc(C)s2)nnc1-c1ccoc1C

The list goes on:
KOR beta-arrestin-1 | human PMI inhibitors | KOR beta-arrestin-2 | XIAP displacement | NOD1 inhibition | human PMI inhibition | TNAP activation fold | HEK293 NOD2/NF-kB | LYP phosphatase | Structure
-29% | . | 5.9% | . | -9% | . | . | 8% | 0% | COc1ccc(C(=O)C(C)[n+]2ccc(-c3nnc4n3CCCCC4)cc2)cc1 (stereo not given)
1% | 7% | -0.7% | 1.9% | -26% | 8% | 1.1 | -4% | 2% | CC1CCc2sc(C(=O)N/N=C/C3CCCCC3)cc2C1 (stereo not given)
14% | . | 2.8% | . | -3% | . | . | -2% | -1% | COc1ccccc1-c1cc(N)n(S(=O)(=O)c2cccc3nsnc23)n1
7% | 6% | -1.4% | -1.9% | -30% | 12% | 1.1 | 7% | -2% | O=C(Cn1cc(C(F)(F)F)ccc1=O)N1CCN(S(=O)(=O)c2ccc(Cl)cc2)CC1
-7% | -10% | 1.4% | -2.5% | -25% | -8% | 1.1 | 4% | -9% | CCOC(=O)C(=O)NC12CC3CC(CC(C3)C1)C2
-9% | . | 2.6% | . | -4% | . | . | -2% | -9% | O=C(Nc1ccc(Br)cc1)c1cccc(N2C(=O)CCC2=O)c1
-10% | . | 3.1% | . | -4% | . | . | 26% | -12% | CC(=O)N1CCSc2ccc(S(=O)(=O)NCc3ccc(F)cc3)cc21

Shown with each value named: entries from further up
COc1ccccc1-c1cc(N)n(S(=O)(=O)c2cccc3nsnc23)n1
  KOR beta-arrestin-1: 14% | human PMI inhibitors: . | KOR beta-arrestin-2: 2.8% | XIAP displacement: . | NOD1 inhibition: -3% | human PMI inhibition: . | TNAP activation fold: . | HEK293 NOD2/NF-kB: -2% | LYP phosphatase: -1%

O=C(Cn1cc(C(F)(F)F)ccc1=O)N1CCN(S(=O)(=O)c2ccc(Cl)cc2)CC1
  KOR beta-arrestin-1: 7% | human PMI inhibitors: 6% | KOR beta-arrestin-2: -1.4% | XIAP displacement: -1.9% | NOD1 inhibition: -30% | human PMI inhibition: 12% | TNAP activation fold: 1.1 | HEK293 NOD2/NF-kB: 7% | LYP phosphatase: -2%
